Compound activity (PubChem BioAssay)
TPT1 inh = C. albicans TPT1 enzyme inhibition | recombinant caTPT1, FP RNA substrate dephosphorylation | inhibition, % at 5 µM | 300,000 compounds, 0.81% hits | AID 1962;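 active = inhibition above the mean of all tested compounds plus 3 SD, set per screening campaign, cut at about 24% in these data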;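 also: plate controls were DMSO alone for no effect and ferristatin control at 100 nM for full effect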
core dimer inh = HCV core protein dimerization inhibition | AID 1899 | TR-FRET GST/Flag-core106 dimerization, 1536-well | inhibition, % at 5 µM | 300,000 compounds, 0.33% hits;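 active = inhibition above the mean of all tested compounds plus 3 SD, set per screening campaign, cut at about 45% in these data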
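test system = GST/Flag-tagged HCV core106 proteins | probe or stimulus = Eu donor and XL665 acceptor anti-tag antibodies | times = compound-protein-antibody incubation 4 h at 22.5 °C | signal = TR-FRET, excitation 340 nm, emission 617 and 671 nm | measure = percent inhibition of core106 dimerization signal | controls = wells lacking GST-core106 and wells with excess unlabelled core106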
Yeast superoxide = yeast age-related superoxide inhibition as caloric restriction mimetic; S. cerevisiae aged cells, superoxide DHE fluorescence; active compounds read low; superoxide response (% of plate mean), % at 10 µM; 330,000 compounds, 0.18% hits;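 active = superoxide response under a set limit, about three screen SD below normal, cut at about 65% in these data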;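 also: yeast aged for seven days with compound at 30 °C before DHE staining; 100% = average MFI of all compound-treated wells on the plate with controls excluded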
PP1 counter = counter-screen for PP5 inhibitors: inhibitors of human PP1-alpha; P62136; 320,000 compounds, 0.9% hits; purified PP1alpha, OMFP fluorescence; AID 2235; inhibition, % at 6.7 µM;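 active = inhibition above the mean inhibition of all tested compounds plus 3 SD, computed separately for each screening campaign, cut at about 15% in these data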
Target sequence (P62136 whole entry, looked up): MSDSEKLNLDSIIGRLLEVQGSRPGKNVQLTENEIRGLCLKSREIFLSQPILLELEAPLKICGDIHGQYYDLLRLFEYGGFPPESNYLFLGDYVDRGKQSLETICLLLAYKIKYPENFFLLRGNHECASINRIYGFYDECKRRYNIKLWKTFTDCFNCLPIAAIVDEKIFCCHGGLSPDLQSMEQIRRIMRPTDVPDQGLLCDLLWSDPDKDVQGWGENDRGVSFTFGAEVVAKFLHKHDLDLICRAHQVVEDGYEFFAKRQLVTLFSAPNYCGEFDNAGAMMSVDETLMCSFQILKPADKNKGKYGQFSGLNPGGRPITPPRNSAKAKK
Fh CTSL1 inh = counter-screen for PFM18AAP inhibitors: inhibitors of F. hepatica cathepsin L1; 300,000 compounds, 0.49% hits; inhibition, % at 5.96 µM; recombinant F. hepatica cathepsin L1, Z-Leu-Arg-MCA fluorescence;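 active = inhibition above the mean of all tested compounds plus 3 SD, set per screening campaign, cut at about 17% in these data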;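 also: 0% = plate median of test compound wells and 100% = 1 µM Z-Phe-Ala-diazomethylketone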
GASC-1 inh = blocks human GASC-1 demethylase activity. GST-JMJD2C(1-420) H3K9me3 demethylation, DELFIA europium. inhibition, % at 2.35 µM. 330,000 compounds, 0.069% hits. AID 2099;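 active = more than half of a compound's replicate wells show inhibition beyond 50%, single wells judged on their own value; inconclusive = some, but no more than half, of replicates pass 50% inhibition; inactive = no replicate passes 50% inhibition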;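 also: signal counts dimethyl H3K9 product captured on neutravidin plate; 0% = median of DMSO wells and 100% = 0.3 times that DMSO median; strong numbers were not always called active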
ZTA counter = blocks Epstein-Barr virus ZTA, an EBNA-1 counter-screen. ZTA-DNA binding, fluorescence polarization. inhibition, % at 11 µM. 320,000 compounds, 0.15% hits. AID 2234; in the data active = inhibition above about 33%
Target sequence (P03206 whole entry, looked up): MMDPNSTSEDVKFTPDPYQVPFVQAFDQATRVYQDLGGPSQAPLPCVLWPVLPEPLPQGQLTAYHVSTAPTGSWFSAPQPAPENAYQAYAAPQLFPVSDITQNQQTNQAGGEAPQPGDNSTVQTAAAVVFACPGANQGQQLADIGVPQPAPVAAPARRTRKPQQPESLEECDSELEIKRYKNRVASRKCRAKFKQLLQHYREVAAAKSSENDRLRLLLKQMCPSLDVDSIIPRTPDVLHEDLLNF
PP5 primary = blocks human protein phosphatase 5 activity | 320,000 compounds, 0.18% hits | P53041 | purified PP5c, OMFP substrate fluorescence | inhibition, % at 6.7 µM;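 active = inhibition above the campaign's mean inhibition across all tested compounds plus 3 SD, cut at about 9.5% in these data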;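 also: 0% = DMSO only and 100% = 100 µM cantharidin control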
Target sequence (P53041 whole entry, looked up): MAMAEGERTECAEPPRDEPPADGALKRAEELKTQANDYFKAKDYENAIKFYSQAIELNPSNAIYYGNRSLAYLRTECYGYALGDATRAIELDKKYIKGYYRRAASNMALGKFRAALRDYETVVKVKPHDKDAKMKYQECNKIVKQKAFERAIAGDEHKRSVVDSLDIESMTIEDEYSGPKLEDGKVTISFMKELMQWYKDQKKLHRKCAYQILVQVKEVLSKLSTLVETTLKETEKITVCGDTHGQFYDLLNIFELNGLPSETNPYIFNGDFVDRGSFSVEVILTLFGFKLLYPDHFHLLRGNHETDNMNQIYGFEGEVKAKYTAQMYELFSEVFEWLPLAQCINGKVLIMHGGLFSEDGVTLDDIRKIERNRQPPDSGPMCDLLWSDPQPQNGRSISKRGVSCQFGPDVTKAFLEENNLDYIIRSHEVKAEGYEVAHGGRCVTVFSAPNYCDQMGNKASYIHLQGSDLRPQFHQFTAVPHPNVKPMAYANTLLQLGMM
EBNA-1 inh = blocks EBNA-1 binding to DNA | EBNA-1 DNA binding, fluorescence polarization | inhibition, % at 14.8 µM | 300,000 compounds, 0.34% hits | AID 1950; in the data active = inhibition above about 28%
* hit, by the source's call; ? = inconclusive.

SMILES	TPT1 inh	core dimer inh	Yeast superoxide	PP1 counter	Fh CTSL1 inh	GASC-1 inh	ZTA counter	PP5 primary	EBNA-1 inh
Cc1ccc(C2=[N+]([O-])C(C)(C)CC2)cc1	-2	-4	112	-3	6	34	5	1.9	10
CCOC(=O)CNC(=O)CNC(=O)c1ccc(OC)cc1	-5	-2	98	0	-1	32	-26	-3.0	-2
O=C(NCc1cccnc1)c1cc2nc(-c3cccs3)cc(C(F)(F)Cl)n2n1	-1	3	95	1	1	?	2	-1.1	8
O=P(O)(CP(=O)(c1ccccc1)c1ccccc1)c1ccccc1O	4	-2	86	-3	-2	-23	1	-3.1	-1
COc1cc(C2SCCS2)cc(Br)c1Oc1ncccc1[N+](=O)[O-]	-1	2	94	-1	4	0	2	0.5	6
Cn1c(/N=C/c2c[nH]c3ccccc23)nc2ccccc21	-1	-2	111	0	0	1	9	5.1	-4
Cc1ccc(C(=O)NCCNC(=O)c2ccc(C)o2)o1	2	-1	106	-9	-1	0	5	0.4	1
COc1ccccc1N1CCN(C(=O)CCc2c[nH]c3ccccc23)CC1	-3	-3	88	-3	0	-2	-6	2.9	-4
COc1ccccc1CCNC(=O)c1cnn2c(C(F)F)cc(C)nc12	-4	-3	94	0	-1	2	2	4.0	5
Cc1cc(NC(=O)CCCn2ccc([N+](=O)[O-])n2)n(Cc2ccc(F)cc2)n1	-1	2	109	-5	3	0	8	-0.9	-1
COc1cccc(OCCn2cc(C=O)c3ccccc32)c1	6	-3	73	0	-4	-22	7	3.6	-3
O=C(NNS(=O)(=O)c1ccc2ccccc2c1)c1cccnc1	-2	4	115	1	-5	9	-3	1.1	-7
CCOC(=O)c1sc(=NC(=O)c2ccccc2Br)n(C)c1C	-3	5	99	0	-1	-1	10	0.5	8
Cc1nn(C)cc1C(C)NC(=O)c1cc(COc2ccc(F)c(F)c2)on1 (configuration not stated)	-3	-10	84	-2	-3	-7	-26	2.0	0
C=CCn1c(SCc2nc3ccccc3c(=O)[nH]2)nc2scc(C3CC3)c2c1=O	18	15	116	9	-3	5	-6	0.5	-5
Cc1cc(C(=O)Nc2cccc([N+](=O)[O-])c2C)cs1	1	-3	89	-3	-1	-2	3	-1.9	-8
Cc1nc2nc(CC(=O)O)[nH]n2c(=O)c1[N+](=O)[O-]	0	-4	103	-1	-3	8	-9	-1.3	7
CSc1c(CC(=O)Nc2ccc(F)cc2)n(Cc2ccccc2)c2ccccc12	1	-1	115	-1	2	3	-8	1.5	-3
O=C(Nc1ccc(Cl)cc1)c1cccc(N2C(=O)C3C4CCC(C4)C3C2=O)c1 (configuration not stated)	0	0	95	-1	-1	-4	2	-0.3	-2
Cc1cc(C)c(S(=O)(=O)/N=C2\C=C(Nc3ccc(C(=O)O)cc3)C(=O)c3ccccc32)c(C)c1	0	-1	105	7	25*	-7	5	6.3	-13
Cc1ccc(S(=O)(=O)Nc2ncc(C(F)(F)F)cc2Cl)cc1	0	0	117	-2	1	-1	-3	0.5	3
COc1ccc(-c2ccc3oc(-c4ccc(OC)cc4)c(C#CCCO)c3c2)cc1	-4	-24	97	2	6	7	18	-0.6	18
CCC1(c2ccc(F)cc2)NC(=O)N(CC(=O)N2CCc3ccccc3C2)C1=O (configuration not stated)	-1	-2	106	1	6	-9	6	2.3	-9
C[C@H](NC(=O)N1CCn2c1nc1ccccc12)C(=O)NCCc1ccccc1	1	5	90	-1	1	9	10	0.5	1
C=CCN(C(=O)CCC(=O)O)C1CC(=O)N(c2ccc(OCCC)cc2)C1=O (configuration not stated)	-5	4	90	-1	3	1	-18	2.0	-5
Cc1c(C(=O)O)oc2c1/C(=N\O)CCC2	0	-5	99	-1	-3	3	11	-0.3	6
Cc1cc(NC(=O)/C=C/c2ccc(Cl)cc2)no1	2	0	93	3	4	-38	-1	-0.2	8
O=C(CCCOc1ccc(Cl)cc1Cl)N/N=C\C1CCCCC1	-1	8	99	-1	3	1	-4	3.5	3
CC1(C)Cc2nc3sc(C(=O)NCCO)c(N)c3cc2CO1	1	-3	102	2	2	-3	-2	1.9	-10
CCOC(=O)c1c(C)c(C(=O)NC(C)COC)c(C)n1C (configuration not stated)	-2	-2	90	-3	2	11	-3	2.0	1
O=C(COC(=O)c1ccc(-c2ccccc2)cc1)Nc1ccccc1-c1ccccc1	5	3	94	2	1	18	13	3.0	2
CCCCCc1ccc(S(=O)(=O)Nc2cc(C)ccn2)cc1	-1	2	120	-2	-2	-2	8	2.1	-5
Cc1cccc(N2CN=c3s/c(=C\c4ccccn4)c(=O)n3C2)c1	-5	2	102	-5	2	3	-3	0.9	3
COc1ccccc1N1CCN(S(=O)(=O)c2ccc(-c3ccc(=O)[nH]n3)o2)CC1	3	-1	80	-3	4	4	22	1.3	3
O=C(Nc1c(C(=O)C2CC2)oc2ccccc12)c1ccc(Cl)cc1	4	-6	107	-4	-1	-3	-7	2.6	-16
COc1ccc(-c2nnc(SC)n2C)cc1	0	-2	81	2	0	-4	3	-1.0	11
Cc1ccc(S(=O)(=O)N2CCCC(C)C2)cc1 (configuration not stated)	-4	-8	70	3	5	-9	-22	0.2	-1
O=C(CN1C(=O)C2CCCCC2C1=O)Nc1nc(-c2ccc(F)cc2)cs1 (configuration not stated)	-2	-9	83	-7	7	-1	-5	5.3	7
CCCCNCC1C(Oc2ccc(Cl)cc2)C(=O)N1c1ccccc1C (configuration not stated)	1	-6	98	4	3	8	-18	4.6	-2
COC(=O)C1=C(N)OC2=C(C(=O)CC(C)(C)C2)C1c1cccs1 (configuration not stated)	-3	-10	94	1	-1	0	-20	4.2	-5
COc1ccccc1NC(=O)N(CCN1CCCC1)Cc1cc2cc(C)ccc2[nH]c1=O	4	4	108	2	-2	-2	1	1.7	0
NS(=O)(=O)c1ccc(CNC(=O)c2cnccn2)cc1	-4	-1	94	-2	-4	-2	-9	-0.7	-5
CCn1cc(/C=C(\NC(=O)c2ccc(OC)c(OC)c2)C(=O)NCCN2CCOCC2)c2ccccc21	6	-1	84	-1	4	2	-6	-3.0	-12
CCOC(=O)c1c(C)[nH]c(C(=O)N/N=C/c2ccc(OC)c(OC)c2)c1C	-2	-4	123	-1	0	-48	0	4.0	7
Cc1cc2n(n1)SC(Nc1cccc3ccccc13)N2 (configuration not stated)	-1	23	95	0	1	20	3	-0.8	16
CC1=C(C(N)=O)C(c2cccs2)NC(=O)N1 (configuration not stated)	3	1	95	-3	2	6	13	-1.7	12
Cn1c2ccccc2c2c(C(=O)NCC3CCCO3)cn(C3CCCC3)c(=O)c21 (configuration not stated)	-5	-2	121	0	1	-3	-10	-1.2	3
O=C(Nc1ccc(F)cc1)c1ccc(CN2CCc3ccccc3C2)cc1	-2	-3	93	3	-3	3	-23	3.8	-4
CCOC(=O)C(=O)N1CCC(Cc2ccccc2)CC1	1	2	94	-3	3	1	7	0.5	2
c1c2c(cc3sc(N4CCOCC4)nc13)OCCO2	-1	1	100	2	4	10	-1	0.4	8

Exported as a markdown table: entries from further up
| SMILES | TPT1 inh | core dimer inh | Yeast superoxide | PP1 counter | Fh CTSL1 inh | GASC-1 inh | ZTA counter | PP5 primary | EBNA-1 inh |
| --- | --- | --- | --- | --- | --- | --- | --- | --- | --- |
| O=C(CN1C(=O)C2CCCCC2C1=O)Nc1nc(-c2ccc(F)cc2)cs1 (configuration not stated) | -2 | -9 | 83 | -7 | 7 | -1 | -5 | 5.3 | 7 |
| CCCCNCC1C(Oc2ccc(Cl)cc2)C(=O)N1c1ccccc1C (configuration not stated) | 1 | -6 | 98 | 4 | 3 | 8 | -18 | 4.6 | -2 |
| COC(=O)C1=C(N)OC2=C(C(=O)CC(C)(C)C2)C1c1cccs1 (configuration not stated) | -3 | -10 | 94 | 1 | -1 | 0 | -20 | 4.2 | -5 |
| COc1ccccc1NC(=O)N(CCN1CCCC1)Cc1cc2cc(C)ccc2[nH]c1=O | 4 | 4 | 108 | 2 | -2 | -2 | 1 | 1.7 | 0 |
| NS(=O)(=O)c1ccc(CNC(=O)c2cnccn2)cc1 | -4 | -1 | 94 | -2 | -4 | -2 | -9 | -0.7 | -5 |
| CCn1cc(/C=C(\NC(=O)c2ccc(OC)c(OC)c2)C(=O)NCCN2CCOCC2)c2ccccc21 | 6 | -1 | 84 | -1 | 4 | 2 | -6 | -3.0 | -12 |
| CCOC(=O)c1c(C)[nH]c(C(=O)N/N=C/c2ccc(OC)c(OC)c2)c1C | -2 | -4 | 123 | -1 | 0 | -48 | 0 | 4.0 | 7 |
| Cc1cc2n(n1)SC(Nc1cccc3ccccc13)N2 (configuration not stated) | -1 | 23 | 95 | 0 | 1 | 20 | 3 | -0.8 | 16 |
| CC1=C(C(N)=O)C(c2cccs2)NC(=O)N1 (configuration not stated) | 3 | 1 | 95 | -3 | 2 | 6 | 13 | -1.7 | 12 |
| Cn1c2ccccc2c2c(C(=O)NCC3CCCO3)cn(C3CCCC3)c(=O)c21 (configuration not stated) | -5 | -2 | 121 | 0 | 1 | -3 | -10 | -1.2 | 3 |
| O=C(Nc1ccc(F)cc1)c1ccc(CN2CCc3ccccc3C2)cc1 | -2 | -3 | 93 | 3 | -3 | 3 | -23 | 3.8 | -4 |
| CCOC(=O)C(=O)N1CCC(Cc2ccccc2)CC1 | 1 | 2 | 94 | -3 | 3 | 1 | 7 | 0.5 | 2 |
| c1c2c(cc3sc(N4CCOCC4)nc13)OCCO2 | -1 | 1 | 100 | 2 | 4 | 10 | -1 | 0.4 | 8 |

New compounds follow
SMILES	TPT1 inh	core dimer inh	Yeast superoxide	PP1 counter	Fh CTSL1 inh	GASC-1 inh	ZTA counter	PP5 primary	EBNA-1 inh
COc1cc2c(cc1OC)CN(CC(=O)Nc1ccc(F)cc1)CC2	3	4	114	0	-4	0	-8	3.0	5
Clc1ccc(Cn2nnc(-c3ccc(N4CCOCC4)cc3)n2)cc1	0	-12	91	-1	5	-39	-6	0.0	2
O=C(Nc1ccccc1F)c1ccc(CSc2ncccn2)cc1	-2	5	102	-4	2	23	5	-2.9	8
Cc1nc(N2CCOCC2)nc(N2CCN(c3ccccc3)CC2)c1[N+](=O)[O-]	-1	0	101	-3	4	-13	5	4.1	11
COc1ccc(C(=O)N[C@H](C(=O)Nc2ccc(OC)nc2)C(C)C)cc1	-15	-3	100	7	-2	2	6	1.1	-1
COc1cc([C@@H]2c3cc4c(cc3[C@@H](O)[C@@H](CO)[C@@H]2CO)OCO4)cc(OC)c1O[Si](C)(C)C(C)(C)C	-2	0	97	5	4	-10	34*	9.2	-5
CCOC(=O)C1CCN(S(=O)(=O)c2ccc(C)c(C)c2)CC1	-5	1	100	-4	-3	5	16	-0.9	4
CCNC(=O)C(=O)Nc1ccc2c(c1)N(S(=O)(=O)c1cccs1)CCC2	-2	5	100	-3	2	11	-2	1.9	1
S=C(NCc1ccco1)Nc1ccc(Cl)c(Cl)c1	3	-2	104	-1	0	26	19	4.0	9
CC1CCC(CN2C(Nc3ccccc3)=NC[C@@H]2C)CC1 (some centres not stated)	-2	4	102	-7	-1	10	19	-2.3	10
OC(COC(c1ccccc1)c1ccccc1)CN1CCc2ccccc2C1 (configuration not stated)	5	-7	104	3	-2	70	-12	-0.6	-1
CCCn1c(=O)[nH]c(=O)c2c(C(F)(F)F)cc(-c3ccc(C)cc3)nc21	0	0	114	-1	1	-3	-7	-0.2	3
